Screening results deposited in PubChem by several laboratories.
Neddyl block: blocks human cullin neddylation. P61081+Q13564. TR-FRET cullin neddylation, biochemical. calls only at 25 µM. 360,000 tested, 0.58% active; in the data active means inhibition above about 36%
STEP block: STEP (human) phosphatase inhibition. P54829. recombinant STEP, OMFP fluorogenic substrate, fluorescence. inhibition, % at 20 µM. 360,000 tested, 0.25% active. AID 588621;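 active means inhibition at 20 µM, scaled per plate between control wells, above about 37%, limit read from the data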;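 further: 0% = DMSO with enzyme and substrate and 100% = substrate only without enzyme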
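Assay system: isolated STEP enzyme / Timing: 20 min at room temperature, dark / Doses: 20 µM, 1% DMSO / Technique: fluorescence intensity, excitation 480 nm, emission 540 nm / Reagent: fluorogenic phosphatase substrate OMFP at 25 µM final / Measure: percent inhibition scaled to no-enzyme and uninhibited-enzyme controls, plate-pattern corrected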
DNMT1 inh: DNMT1 (human) enzyme inhibition. AID 588458. inhibition (reported as % activation of signal), % at 10 µM. 360,000 tested, 0.83% active. DNMT1 molecular beacon, Hinp1I cleavage, fluorescence; in the data active means inhibition above about 50%
Rpn11 inh: Rpn11 (human) deubiquitinase inhibition; human 26S proteasome, Ub4-pepOG fluorescence polarization; 20S core pre-blocked with epoxomicin; calls only at 20 µM; 360,000 tested, 0.59% active; AID 588493;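 active means inhibition at 20 µM, scaled to each plate's controls, above about 33%, limit read from the data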
SUMO1 PPI mod: modulators of human SUMO1-mediated protein-protein interactions; P63165; inhibition, % at 20 µM; SUMO1 binding to a labelled peptide, TR-FRET, 1 h; 360,000 tested, 0.33% active; in the data active means inhibition above about 37%
NadD block: inhibitors of Staphylococcus aureus NadD | purified NadD enzyme, colorimetric absorbance read-out | inhibition, % at 20 µM | 360,000 tested, 0.78% active | AID 602399; in the data active means inhibition above about 26%; further: some compounds past the cut are filed as inactive
Scp-1 inhibitor: inhibitors of human Scp-1 phosphatase; AID 493091; inhibition, % at 20 µM; Recombinant Scp1, phosphopeptide, malachite green phosphate absorbance; 340,000 tested, 0.88% active;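 active means inhibition above about 50% at 20 µM, limit read from the data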;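 further: plate controls were DMSO wells with enzyme for no effect and wells lacking enzyme for full effect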
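Test system: SCP-1 phosphatase catalytic domain, residues 76-261 | Compound dosing: One concentration, 20 µM, with 1.0% DMSO | Schedule: 45 min room-temperature reaction, 5 min colour, 30 min stabiliser | Detection: Absorbance at 630 nm | Read-out basis: % inhibition of SCP-1 phosphate liberation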
Rin1 Abl inh: inhibitors of human Rin1-Abl protein interaction; TR-FRET Rin1/Abl binding, biochemical; inhibition, % at 7.35 µM; 360,000 tested, 0.4% active; in the data active means inhibition above about 5%, passing the limit was not always enough
CSN deneddyl inh: inhibitors of human CSN-mediated cullin deneddylation | Purified CSN, SCF-Nedd8-OG deneddylation, fluorescence polarization | inhibition, % at 12.5 µM | AID 651999 | 360,000 tested, 0.38% active | Q92905;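 active means pattern-corrected inhibition above about 35%, with an unprinted fluorescence ratio check between 0.5 and 1.5, limit read from the data, passing the limit was not always enough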;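 further: 0% = enzyme with substrate and 100% = substrate without enzyme; some results filed as inactive read as strong as hits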
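Assay system: purified human Csn5 enzyme expressed in HEK293T cells; measure: % inhibition; also added: SCFSkp2-Nedd8OG substrate at 10 nM final; technique: fluorescence polarization; times: reaction 90 min, room temperature; medium: Tris buffer pH 7.5, NaCl, DTT, Tween-20, trehalose, ovalbumin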
LMPTP block: LMPTP (human) inhibition; recombinant LMPTP-A, OMFP fluorogenic substrate, fluorescence intensity; inhibition, % at 20 µM; 360,000 tested, 0.22% active; AID 651560;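 active means compounds that cut the enzyme signal by at least half of the control window in the single-dose screen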;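 further: plate controls were DMSO wells with enzyme plus substrate for no effect and substrate without enzyme for full effect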
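Test system – LMPTP-A enzyme · Amount – LMPTP-A at 0.625 nM final in the reaction · Buffer or medium – Bis-Tris pH 6.0, DTT, detergent · Reagent – OMFP 400 µM · Doses – single 20 µM dose · Schedule – reaction 50 min, room temperature, dark · Detection – fluorescence intensity of OMFP turnover product · Evaluation – percent inhibition versus substrate-only and uninhibited controls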
* = called active by the depositor; i = inactive; . = not tested or not shown; + = active, no number.

1) S=c1[nH]nc(-c2cc(-c3ccsc3)n[nH]2)n1-c1cccc2ccccc12
2) Cc1ccc(NC(=S)Nc2ccc(Br)cc2)cc1
3) CC1=CC(C)(C)N2C(=O)C3(C(C#N)=C(N)OC4=C3C(=O)CC(C)(C)C4)c3cc(C)cc1c32 (centres undefined)
4) CCn1cc(C(=O)NC2CCCCCC2)c(=O)c2ccc(C)nc21
5) CC1(c2cccc3ccccc23)NC(=O)N(CC(=O)NC2CCS(=O)(=O)C2)C1=O (centres undefined)
Compound | 1 | 2 | 3 | 4 | 5
Neddyl block | i | i | i | i | i
STEP block | -2 | -6 | -3 | 1 | 0
DNMT1 inh | -8 | 1 | -4 | 2 | 2
Rpn11 inh | i | i | i | i | i
SUMO1 PPI mod | 8 | -1 | -1 | 5 | 1
NadD block | 32* | -3 | 2 | -1 | -1
Scp-1 inhibitor | -4 | -29 | -6 | 5 | 1
Rin1 Abl inh | -1 | 4 | -5 | 0 | -2
CSN deneddyl inh | 4 | 5 | -7 | 0 | 7
LMPTP block | 0.5 | -0.5 | 0.2 | -1.7 | -1.5

6) CSCC[C@H](NC(=O)[C@H]1CC[C@H](CNC(=O)[C@@H]2CCCN2)CC1)C(=O)O
7) CC(Sc1nc2ccccc2c(=O)n1C)C(=O)NC1CCCCC1C (centres undefined)
8) COCOCCn1cc(CN2CCS(=O)(=O)N(Cc3ccc(-c4ccc(Cl)cc4)cc3)C(C)C2=O)nn1 (centres undefined)
9) COc1ccccc1/C=C/c1nc(S(=O)(=O)c2ccccc2)c(N2CCC(C(N)=O)CC2)o1
10) O=C(NCc1ccccc1)c1ccc(C(=O)N(C2CCCCC2)C2CCCCC2)cc1
Compound | 6 | 7 | 8 | 9 | 10
Neddyl block | i | i | i | . | i
STEP block | 0 | 0 | 4 | 0 | -1
DNMT1 inh | 2 | 4 | 3 | -1 | -6
Rpn11 inh | i | i | i | i | i
SUMO1 PPI mod | 3 | -20 | 4 | -10 | 1
NadD block | -4 | -5 | -15 | -8 | 2
Scp-1 inhibitor | -4 | 5 | . | 3 | 7
Rin1 Abl inh | -1 | 0 | 2 | -1 | 0
CSN deneddyl inh | -1 | 4 | 5 | 0 | 2
LMPTP block | -0.4 | -1.2 | 0.3 | 0.5 | 3.7

Full records as entered above. Order of screens: Neddyl block	STEP block	DNMT1 inh	Rpn11 inh	SUMO1 PPI mod	NadD block	Scp-1 inhibitor	Rin1 Abl inh	CSN deneddyl inh	LMPTP block
O=C(NCc1ccccc1)c1ccc(C(=O)N(C2CCCCC2)C2CCCCC2)cc1 in the list: i	-1	-6	i	1	2	7	0	2	3.7
COc1ccccc1/C=C/c1nc(S(=O)(=O)c2ccccc2)c(N2CCC(C(N)=O)CC2)o1 in the list: .	0	-1	i	-10	-8	3	-1	0	0.5
CC(Sc1nc2ccccc2c(=O)n1C)C(=O)NC1CCCCC1C (centres undefined) in the list: i	0	4	i	-20	-5	5	0	4	-1.2

Four of the compounds above, with values under each structure.
Each structure is followed by: Neddyl block	STEP block	DNMT1 inh	Rpn11 inh	SUMO1 PPI mod	NadD block	Scp-1 inhibitor	Rin1 Abl inh	CSN deneddyl inh	LMPTP block
10) O=C(NCc1ccccc1)c1ccc(C(=O)N(C2CCCCC2)C2CCCCC2)cc1
 : i	-1	-6	i	1	2	7	0	2	3.7
7) CC(Sc1nc2ccccc2c(=O)n1C)C(=O)NC1CCCCC1C (centres undefined)
 : i	0	4	i	-20	-5	5	0	4	-1.2
8) COCOCCn1cc(CN2CCS(=O)(=O)N(Cc3ccc(-c4ccc(Cl)cc4)cc3)C(C)C2=O)nn1 (centres undefined)
 : i	4	3	i	4	-15	.	2	5	0.3
6) CSCC[C@H](NC(=O)[C@H]1CC[C@H](CNC(=O)[C@@H]2CCCN2)CC1)C(=O)O
 : i	0	2	i	3	-4	-4	-1	-1	-0.4

New compounds follow:
11) CC(C)COC(=O)N1CCCC1C(=O)Nc1nccs1 (centres undefined)
12) COc1ccc(C(=O)COC(=O)CN2C(=O)C3C4CCC(C4)C3C2=O)cc1 (centres undefined)
13) FC(F)(F)C(F)(F)C(F)(F)c1nnc2ccc(N3CCOCC3)nn12
14) COc1ccc(C(=O)NNC2=Nc3cccc4cccc2c34)cc1
15) COC(=O)CNC(c1ccccc1)c1cc(Br)ccc1NC(=O)OCc1ccccc1 (centres undefined)
Compound | 11 | 12 | 13 | 14 | 15
Neddyl block | i | i | i | i | i
STEP block | -1 | -1 | 4 | -3 | 4
DNMT1 inh | 0 | 2 | 3 | 10 | 1
Rpn11 inh | i | i | + | i | i
SUMO1 PPI mod | -2 | 0 | -2 | 0 | 14
NadD block | -14 | -10 | 4 | 1 | -9
Scp-1 inhibitor | 7 | -12 | -4 | -6 | -8
Rin1 Abl inh | 3 | 3 | 0 | -2 | 0
CSN deneddyl inh | -2 | -5 | 1 | 4 | 7
LMPTP block | -2.7 | -0.6 | -1.8 | 0.5 | 2.5

16) O=C(c1cccc(S(=O)(=O)N2CCc3ccccc32)c1)N1CCN(c2ccccn2)CC1
17) O=C(Cn1ccc([N+](=O)[O-])n1)Nc1ccccn1
18) CCOC(=O)C1=C(CN2CCN(C(=O)c3ccco3)CC2)NC(=O)NC1c1ccc(OC)cc1 (centres undefined)
19) COc1ccc(NC(=O)Cc2ccc(Cl)cc2)cc1S(=O)(=O)N1CCCCC1
20) CC1CCN(C(=O)c2ccccc2NC(=O)c2cccc(S(=O)(=O)N(C)C)c2)CC1
Compound | 16 | 17 | 18 | 19 | 20
Neddyl block | i | i | i | i | i
STEP block | 2 | 2 | -1 | 0 | 3
DNMT1 inh | 0 | 0 | -1 | -1 | 2
Rpn11 inh | i | i | i | i | i
SUMO1 PPI mod | 0 | -4 | -4 | -5 | 7
NadD block | 0 | -3 | -4 | -5 | 1
Scp-1 inhibitor | -1 | -4 | 0 | -2 | -2
Rin1 Abl inh | 0 | -1 | 11 | -1 | 0
CSN deneddyl inh | -1 | -1 | -3 | -4 | -3
LMPTP block | 3.5 | -1.1 | -1.4 | -0.3 | -1.1

21) CCOc1ccc(C(=O)NCC(=O)NC(C)CCc2ccccc2)cc1OCC (centres undefined)
22) O=C(Nc1ccc2c(c1)OCO2)c1cc(C2CC2)on1
23) O=S(=O)(c1ccc(C(F)(F)F)cc1)N1CCN(CCc2ccccc2)CC1
24) COc1ccc(COC(=O)c2ccc(S(=O)(=O)N3CCCCC3)cc2)cc1OC
Compound | 21 | 22 | 23 | 24
Neddyl block | i | i | i | i
STEP block | -1 | 1 | 1 | -1
DNMT1 inh | -4 | 8 | 2 | -3
Rpn11 inh | i | i | i | i
SUMO1 PPI mod | -6 | 5 | 7 | -1
NadD block | 3 | 1 | -5 | 9
Scp-1 inhibitor | -6 | -1 | -4 | -7
Rin1 Abl inh | -1 | -1 | 2 | -3
CSN deneddyl inh | 4 | -4 | 1 | 2
LMPTP block | 1.1 | -0.9 | 1.0 | 0.6
